Screens: PubChem BioAssay, National Center for Advancing Translational Sciences (NCATS)
Rab9 promoter act: activators of Rab9 promoter; Huh7 Rab9 promoter-luciferase reporter, luminescence, 24 h; Potency, µM (series often up to 9.22 µM), without a hit: top-dose activation, negative = inhibition, most hits filed as activators; AID 485297; 320,000 tested, 2.8% active; further: % of control where 0% means no effect; nearly all actives have a fitted effect of over 60% in size
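Cells were plated at 1500 per well in reduced-serum medium with 10% FBS and left 2 h. Compound in DMSO was then added for 24 h at 37 °C. Reporter signal was read by luminescence after 10 min with luciferase detection reagent.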
CXXC DNA block: blocks binding of human MLL CXXC domain to DNA. 290,000 tested, 0.037% active. MLL-CXXC / FITC-HOXA9 DNA fluorescence polarization. Potency, µM (series often up to 115 µM), for inactives: at the top dose activity change, negative = inhibition, most hits filed as inhibitors. Q03164. AID 2662; active means well fitted inhibition curve with a large enough effect in the polarisation, with a control signal flat, not every such curve was filed as active; inconclusive means small, poorly fitted or top-dose-only effect, or effect the other way, or a change in a side signal; inactive means no such curve, though single readings can be large or run the other way; the % refers to the polarisation
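Steps: dispense CXXC domain solution (7 uM) → pin compounds or unlabeled HOX-A9 DNA control → 5 min ambient → add FLSN-HOX-A9 solution (50 nM) → spin → 30 min ambient → fluorescence polarization. Tris pH 7.5/NaCl/DTT/BSA buffer.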
ELG1 genotox: genotoxicity induction in ELG1-luciferase HEK293T cells. HEK293T ELG1-luciferase reporter, luminescence, 16 h. Potency, µM (titrated, usually from 46 µM), for inactives: at the highest dose activity change, positive = activation, usual class: activators. 330,000 tested, 1.3% active; further: % of control where 0% means no effect; nearly all actives have a fitted effect of over 60% in size
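Step 1: seed 2,000 HEK293T ELG1-luciferase cells per well. Step 2: add compound or DMSO, incubate 16 hr at 37 °C. Step 3: ONE-Glo, 30 min at room temperature, read luminescence.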
NPC1 prom act: NPC1 promoter activation; Huh7 NPC1 promoter luciferase reporter, 24 h; AID 485313; Potency, µM (highest dose often 9.22 µM), inactives show at the highest dose activation, usual class: activators; 320,000 tested, 2.4% active;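 further: % of control where 0% means no effect; nearly all actives have a fitted effect of over 60% in size; reporter is driven by a mutant NPC1 promoter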
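Stable NPC1-promoter luciferase Huh7 line; cpd (DMSO) 24 h, 37 °C, 5% CO2; Amplite luciferase reagent 10 min RT; luminescence readout. qHTS format.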
BRCA1 expr up: increases BRCA1 expression; Potency, µM (series often up to 46.1 µM), for the others: at the highest dose activation, usual class: activators; MCF7-BRCA1-FFLuc reporter, luminescence, 48 h; response scale: scaled: vehicle 0%, 10 µM genistein 100%; 380,000 tested, 1.1% active; AID 624202; further: nearly all actives have a fitted effect of over 80% in size; some results filed as inactive show a strong effect at the top dose
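MCF7 cells carrying a BRCA1-firefly luciferase reporter (2000 cells/well, phenol-red free MEM) were attached for 2 h at 37 °C, then given compounds for 48 h. Luminescence was read 15 min after luciferase reagent; activity normalized to genistein (10 microM) and DMSO.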
p53 reactivator: re-activators of mutant p53; Potency, µM (doses to about 92.2 µM), for the others: top-dose activity change, positive = activation, most hits filed as activators; H1299 p53-A138V BP100-luciferase reporter, luminescence, 24 h; 320,000 tested, 0.063% active; AID 504706; further: % of control where 0% means no effect; nearly all actives have a fitted effect of over 45% in size
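p53-null H1299 cells stably carrying temperature-sensitive p53-A138V and a BP100-luciferase reporter were pinned with compounds (4-point, 1:5 series) and held 24 hrs at 37 deg C. Luminescence was read 10 min after detection reagent.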
MBNL1 CUG block: inhibitors of human MBNL1 binding to CUG repeat RNA; TR-FRET MBNL1-His/biotin-(CUG)12 binding, 665/545 ratio; AID 2675; Potency, µM (titrated, usually from 57.5 µM), inactives show at the top dose activity change, negative = inhibition, usual class: inhibitors; 280,000 tested, 0.036% active; Q9NR56; active means well fitted inhibition curve with a large enough effect in the signal ratio, with a control signal flat, not every such curve was filed as active; inconclusive means small, poorly fitted or top-dose-only effect, or effect the other way, or a change in a side signal; inactive means no such curve, though single readings can be large or run the other way; the % refers to the signal ratio; further: on the % scale 0 is the no-effect control and ±100 the full control effect
Target sequence (Q9NR56 whole entry, looked up): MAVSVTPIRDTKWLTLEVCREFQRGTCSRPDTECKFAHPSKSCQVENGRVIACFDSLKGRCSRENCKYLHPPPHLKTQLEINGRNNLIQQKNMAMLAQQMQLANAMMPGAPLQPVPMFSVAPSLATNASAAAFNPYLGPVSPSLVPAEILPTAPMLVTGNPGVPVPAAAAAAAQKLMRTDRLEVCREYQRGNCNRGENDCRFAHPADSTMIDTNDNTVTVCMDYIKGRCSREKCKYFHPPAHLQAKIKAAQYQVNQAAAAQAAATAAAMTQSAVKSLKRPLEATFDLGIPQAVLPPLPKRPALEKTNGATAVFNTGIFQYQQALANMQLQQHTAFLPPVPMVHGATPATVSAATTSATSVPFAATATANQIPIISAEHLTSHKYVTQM
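MBNL1-His + Biotin-(CUG)12, cpd titration 92 nM–58 uM; Tb anti-His Ab 0.055 ng/ul, SA-XL665 5 nM (final); 60 min RT; ratiometric 665/545 nm, Ex 340 nm; normalized to buffer and full-complex controls.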
RORg inh: blocks mouse ROR gamma transcriptional activity; 310,000 tested, 5.4% active; AID 2551; Potency, µM (doses to about 53.6 µM), inactives show at the highest dose activity change, negative = inhibition, actives largely listed as inhibitors; Drosophila S2 Gal4-RORgamma UAS-luciferase reporter, 20 h; further: on the % scale 0 is the no-effect control and ±100 the full control effect; nearly all actives have a fitted effect of over 60% in size
Target sequence (P51450 whole entry, looked up, the tested form may be a part): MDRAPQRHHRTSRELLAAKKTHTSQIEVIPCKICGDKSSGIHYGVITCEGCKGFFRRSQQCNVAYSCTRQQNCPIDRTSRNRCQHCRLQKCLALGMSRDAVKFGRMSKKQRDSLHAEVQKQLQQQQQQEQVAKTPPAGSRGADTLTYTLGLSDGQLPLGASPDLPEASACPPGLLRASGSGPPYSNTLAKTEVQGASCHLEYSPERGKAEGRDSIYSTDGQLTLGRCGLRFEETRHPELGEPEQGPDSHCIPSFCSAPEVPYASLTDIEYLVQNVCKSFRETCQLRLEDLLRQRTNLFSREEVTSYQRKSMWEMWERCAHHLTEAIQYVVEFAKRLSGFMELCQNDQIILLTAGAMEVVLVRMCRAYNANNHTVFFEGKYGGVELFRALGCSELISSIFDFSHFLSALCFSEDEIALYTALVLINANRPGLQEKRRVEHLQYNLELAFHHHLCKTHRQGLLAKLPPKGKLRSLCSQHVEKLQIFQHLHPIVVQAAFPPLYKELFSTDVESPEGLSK
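Stable Schneider cell line, Gal4 DNA-binding domain fused to ROR gamma, UAS-luciferase. Cmpd 1 hr RT → CuSO4 700 uM final → 20 hr RT → luciferase reagent 10 min → luminescence.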
uPA surface inh: blocks generation of uPA at the cell surface; cell surface uPA generation assay, qHTS; Potency, µM (titrated, usually from 38.3 µM), for inactives: at the highest dose activity change, negative = inhibition, most hits filed as inhibitors; 330,000 tested, 0.31% active; AID 540303; active means well fitted inhibition curve with a large enough effect; inconclusive means small, poorly fitted or top-dose-only effect; inactive means no such curve, though single readings can be large or run the other way; tested in mouse RAW 264.7 cells; further: on the % scale 0 is the no-effect control and ±100 the full control effect; nearly all actives have a fitted effect of over 55% in size
FLuc counter: inhibits or activates purified firefly luciferase, miR-21 counter-screen | P08659 | purified FLuc, Km substrates, luminescence inhibition | Potency, µM (series often up to 57.5 µM), inactives show at the top dose activity change, negative = inhibition, most hits filed as inhibitors | 360,000 tested, 6.9% active | AID 588342;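 further: plate controls were vehicle for no effect and reference inhibitor for full effect; nearly all actives have a fitted effect of over 55% in size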
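Purified P. pyralis luciferase (10nM final) with 10uM D-luciferin and 10uM ATP (Km levels) in 50mM Tris acetate pH 7.5, 10mM Mg acetate, 0.01% Tween-20, 0.05% BSA; qHTS 6-point titration, ~60 µM downward; luminescence read.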
Gal4-VP16 FLuc: inhibits Gal4-VP16 luciferase reporter, ROR gamma counter-screen; Potency, µM (titrated, usually from 53.6 µM), inactives show top-dose activity, negative = inhibition, most hits filed as inhibitors; AID 2546; 310,000 tested, 3.5% active; Drosophila S2 Gal4-VP16 UAS-luciferase, luminescence, 20 h;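 further: Gal4-VP16 expression switched on by copper sulfate through the metallothionein promoter; on the % scale 0 is the no-effect control and ±100 the full control effect; nearly all actives have a fitted effect of over 50% in size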
* = called active by the depositor; u = inconclusive; x = no result given; & = joins results of further samples; [ ] = another dose, or the depositor's remark. Unless noted, the call rests on the fitted dose curve; in most records, active means well fitted curve in the direction sought with a large enough effect; inconclusive means small, poorly fitted or top-dose-only effect, or another doubt; inactive means no such curve, though single readings can be large; an effect the other way counts as inactive or inconclusive. Potency means the concentration at half of the fitted maximal effect. Not all compounds are listed, so the mix of outcomes need not match the whole.

Every second line gives: Rab9 promoter act, CXXC DNA block, ELG1 genotox, NPC1 prom act, BRCA1 expr up, p53 reactivator, MBNL1 CUG block, RORg inh, uPA surface inh, FLuc counter, Gal4-VP16 FLuc
- Cc1ccc(CSc2ccc(S(=O)(=O)N3CCCC3)cn2)cc1
→ -1%, x, -1%, 0%, -13%, 1%, x, x, 16%, 0%, x
- CC(C)N1CCNCC1
→ 0%, -3%, 0%, 0%, -5%, 5%, -1%, -1%, 6%, 0%, -3%
- CN(CC(=O)Nc1cccc(F)c1)C(=O)CCCN1C(=O)c2cccc3cccc(c23)C1=O
→ 1%, x, 1%, 7%, 21%, -5%, x, x, -5%, u, x
- Cc1ccc(NC(=O)c2ccc(C(C)(C)C)cc2)cc1[N+](=O)[O-]
→ u, 10%, u, u, 8.9µM*, u, 5%, -23%, 4%, 6µM*, 3%
- O=[N+]([O-])c1ccc(Cl)c(C2Nc3cccc4cccc(c34)N2)c1
→ 2%, 4%, -6%, -2%, -33%, -6%, u, -38%, -6%, -2%, 9%
- Cn1c(CN2CCOCC2)nc2cc(NC(=O)COc3ccc([N+](=O)[O-])cc3)ccc21
→ -9%, -13%, -9%, -8%, -40%, -1%, u, 9%, 2%, 0%, -3%
- CCOC(=O)c1cnc2c(Cl)cccc2c1NCCN1CCOCC1
→ 1%, -4%, 1%, -4%, -4%&11%, -11%, x, -13%, -4%, -2%&0%, -1%
- COc1ccc(NC(=O)CN2CCN(C(=O)C3CCCO3)CC2)c(OC)c1 (configuration not stated)
→ 0%, 1%, 1%, -1%, 3%, x, -5%, x, -4%, 0%, x
- COc1cccc(NC(=O)CN(C)C(=O)CCSc2ccc(C)cc2)c1
→ 0%, x, 0%, 7%, 2%, -3%, x, x, 6%, u, x
- CCN(CC)C(=O)Cn1cnc([N+](=O)[O-])n1
→ 7%, 8%, 3%, -3%, -3%, u, 23%, -3%, 3%, -2%, -2%
- Cc1ccc(OCCCC(=O)Nc2ccc(S(N)(=O)=O)cc2)cc1
→ 1%, 11%, 0%, -4%, -25%, 0%, 2%, 7%, 2%, -8%, 6%
- COCCn1c(SCC(=O)c2cc(C)n(C)c2C)nc2ccccc2c1=O
→ 24%, 4%, 1%, 16%, 103%, -2%, -2%, 20%, 5%, u, 29%
- COC(=O)C1=C(C(=O)OC)C2(OC1c1cccc(F)c1)C(=O)c1ccccc1C2=O (configuration not stated)
→ -5%, 2%, 0%, 7%, -1%, 1%, 5%, 8%, -1%, 1%, 13%
- CCCCn1c(SCC(=O)NC2CCS(=O)(=O)C2)nnc1-c1ccc(OC)cc1 (configuration not stated)
→ 1%, x, 0%, -6%, -28%, 1%, x, x, 4%, -1%, x
- CC(C)C(=O)N1CCC(c2nc(-c3ccc(S(=O)(=O)N4CCN(C)CC4)cc3)no2)CC1
→ -7%, 0%, -2%, -9%, -13%, -3%, 3%, -4%, 1%, -6%, 10%
- O=C1CC(c2cc([N+](=O)[O-])ccc2Cl)c2c(ccc3ccccc23)N1 (configuration not stated)
→ -1%, 0%, 1%, 0%, -69%[inhibitor], -22%, -1%, 102%, -21%, 1%, -9%
- Cc1noc(C)c1CSc1ncnc2sc3c(c12)CCC(C)C3 (configuration not stated)
→ -6%, 6%, -2%, 0%, x, 4%, 6%, u, x, -17%, 8%
- CC(=O)CSc1nc2c(c(=O)[nH]c(=O)n2C)n1Cc1cccc(Br)c1
→ 0%, 7%, 21µM*, -1%, -38%, x, 0%, 8%, -9%, 1%, 15%
- Cc1cc(C)c2cc(CN(CC3CCCO3)S(=O)(=O)c3ccc4c(c3)OCCO4)c(=O)[nH]c2c1 (configuration not stated)
→ 2%, -7%, -16%, -6%, -2%, -8%, 1%, 24%, -6%, 3%, 2%
- O=C(Nc1ccccc1)N1CCCC(CNS(=O)(=O)Cc2ccccc2)C1 (configuration not stated)
→ -2%, 0%, 2%, 0%, -1%, 4%, -10%, 16%, -3%, -18%, 6%
- Cc1nn(-c2ccccc2)c(C)c1C(=O)OCC(=O)Nc1ccc2c(c1)OCO2
→ 1%, -6%, -6%, 6%, 2%, 13%, 7%, 38%, 3%, -14%, 3%
- CC1(C(=O)O)CCC(C(=O)NC2CCCCC2)C1(C)C (configuration not stated)
→ 2%, -12%, 2%, -4%, 17%, -5%, -6%, 4%, 4%, 2%, -1%
- O=C(NC(=S)Nc1ccc2[nH]ncc2c1)c1ccccc1
→ u, 0%, 15%, u, 40%, 17%, 2%, 3%, 7%, u, -25%
- Cc1nn(C)c(C)c1S(=O)(=O)N1CCC(C(=O)NCC2COc3ccccc3O2)CC1 (configuration not stated)
→ -7%, -7%, 2%, -1%, 11%, -3%, 7%, 16%, 8%, 0%, 9%
- Cc1ccsc1C(=O)OCC(=O)Nc1c(Cl)cccc1C(F)(F)F
→ -3%, 8%, -3%, -3%, -3%, -4%, -11%, -3%, -6%, -1%, -3%
- Cc1cc(O)c(C(C)C)cc1N=C1CSC(=O)N1
→ 0%, -5%, 1%, 1%, 17%, 1%, -8%, u, 1%, -4%, u
- COc1cccc(CN2CCNC(=O)C2CC(=O)N(C)Cc2nc(C)cs2)c1OC (configuration not stated)
→ 0%, 3%, 4%, 1%, -5%, -1%, 3%, -10%, -5%, 1%, -1%
- CN(CC(=O)Nc1cc(S(=O)(=O)N2CCCC2)ccc1Cl)Cc1cccs1
→ -8%, 1%, 1%, -2%, -22%, -2%, -8%, u, u, 2%, -15%
- CN(C)C(CNC(=O)C1CCN(S(=O)(=O)c2ccccc2)CC1)c1ccccc1 (configuration not stated)
→ -2%, u, 2%, 6%, 4%, -5%, -13%, 2%, -4%, 1%, -8%
- Cc1ccc(S(=O)(=O)Nc2cc3c4c(c2)CC(=O)N4CCC3)cc1
→ 0%, x, 8%, 2%, -28%, -8%, x, x, 4%, 4%, x
- C=C(C)c1cccc(C(C)(C)NC(=O)NCCN(CC)CC)c1
→ 0%, 2%, -1%, -1%, -5%, 5%, -7%, 1%, 4%, 0%, 3%
- CCS(=O)(=O)N1Cc2ccccc2CC1C(=O)Nc1ccc(OC)cc1 (configuration not stated)
→ 4%, -2%, 8%, 7%, 18%, -1%, -6%, 28%, 4%, u, 4%
- Cc1cc(NC(=O)COc2ccc(C)c(C)c2)no1
→ 0%, -7%, u, 3%, -5%, 21%, 0%, 11%, 2%, u, 11%
- COc1cc(Cl)c(CC(=O)c2c[nH]c3ccccc23)cc1OC
→ -6%, -3%, 0%, -2%, -29%, -2%, -1%, 20%, 8%, 1%, -4%
- Nn1c(Cc2ccc(F)cc2)n[nH]c1=S
→ 12%, 8%, -2%, -3%, -5%, 0%, -3%, -44%, -2%, 5%, -6%
- CCCCNC(=O)CSc1nnc(-c2cccc(S(=O)(=O)N3CCOCC3)c2)o1
→ -1%, x, 1%, -6%, 0%, 2%, x, x, -4%, -2%, x
- C[C@@H](C(=O)NCc1ccc(S(C)(=O)=O)cc1)[C@H]1C[C@]1(C)[C@H](NC(=O)OCc1ccccc1)c1ccccc1
→ -5%, 13%, -6%, -1%, -26%, 1%, -10%, 8.9µM*, -7%, -16%, -8%&8%
- Cc1c(O)ccc(C(=O)CN2CCN(c3ccc(F)cc3)CC2)c1O
→ -2%, 2%, -1%, 1%, -14%, 3%, -1%, 22%, -25%, -1%, 1%
- Nn1cnnc1SCC(=O)N(C1CCCCC1)C1CCCCC1
→ 0%, 1%, 0%, -5%, -3%, 1%, 12%, -2%, -1%, -1%, -12%
- CCOC(=O)Nc1nc(-c2ccccc2)c(C(=O)c2ccccc2)s1
→ -12%, -7%, u, -10%, -85%, 9%, x, 13µM*, -15%, 2%, -22%
- CN(CC(=O)N1CCN(Cc2ccccc2)CC1)S(=O)(=O)c1ccc(F)cc1
→ -1%, -3%, -5%, 2%, 32%, 4%, -4%, -4%, -2%, 5%, -10%
- CSc1nc2ccc(NS(=O)(=O)c3ccc(CNC(C)=O)cc3)cc2s1
→ -6%, x, x, -1%, -18%, x, x, x, u, -2%, x
- CCOc1ccc(C(F)(F)F)cc1NC(C)=O
→ 3%, 8%, 1%, 0%, -9%, -9%, -8%, 22%, -2%, 0%, -5%
- CC(C)CN(C(=O)C1CCCC1)C1CCS(=O)(=O)C1 (configuration not stated)
→ -2%, x, -2%, 0%, -7%, 1%, x, x, 2%, 0%, x
